CFTR F508del cor – CFTR F508del correction in bronchial cells | 350,000 compounds, 0.36% hits | activity (quench increase), % at 7.58 µM | CFBE cells, YFP halide quenching; stimulated with forskolin plus potentiator P3; % fluorescence drop versus neutral controls | AID 720511;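 active = mean added fluorescence quench of at least 8% versus neutral control, with both replicates also reaching 8%; inconclusive = only one of the mean or replicate conditions met; inactive = mean below 8% and not both replicates reaching 8%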;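 note: cells transiently co-express mutant CFTR-F508del with the halide-sensitive YFP; corrector assay measuring rescue of mutant channel to the surface after 24 h compound exposure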
EWS-Fli inh – EWS/Fli transcriptional activity inhibition; A673 NR0B1-luciferase reporter, viability-normalised; inhibition, % at 12.6 µM; 350,000 compounds, 0.67% hits;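 active = mean inhibition of at least 50% after viability correction, with every replicate also passing that limit; inconclusive = mean reaches 50% but only one of two replicates passes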;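 note: firefly luciferase signal divided by Alamar Blue viability fluorescence both relative to DMSO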
DENV2 CPE – protects cells from dengue virus 2 cytopathic effect | CPE inhibition, % at 9.99 µM | AID 651640 | DENV2-infected cells, cytopathic effect rescue, plate reader | 350,000 compounds, 1.7% hits; in the data active = CPE inhibition above about 20%, passing the limit was not always enough; inconclusive = no clear call, values can overlap the other calls; tested in BHK-21 cells;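 note: 0% = median of neutral control wells and 100% = median of positive control wells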
PAX8 reporter – PAX8 transcriptional activity inhibition; inhibition, % at 12.6 µM; AID 652154; RMG-I TPO-luciferase reporter, SteadyGlo, 24 h; 360,000 compounds, 1.2% hits;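 active = mean replicate inhibition at least 60% with every replicate also reaching 60%; inconclusive = only one of the two criteria is met; inactive = mean below 60% and not all replicates reaching 60%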;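 note: luciferase light reporting Pax8 driven TPO promoter activity; plate controls were median of neutral control wells for no effect and mitoxantrone controls for full effect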
INS-1E GSIS act – GLuc luminescence reporter in INS-1E cells, primary screen for activators of glucose-dependent secretion of insulin. INS-1E GLuc reporter insulin secretion, 2-3 h. activation, % at 16.6 µM. 370,000 compounds, 0.61% hits. AID 743287;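 active = lowest replicate activation of at least 40%, so every replicate reaches that level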;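 note: 0% = median of neutral control wells and 100% = median of IBMX positive control wells; some compounds called inactive have numbers as strong as hits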
FN deposit inh – fibronectin deposition inhibition; 350,000 compounds, 0.086% hits; inhibition, % at 12.6 µM; AH1F fibroblasts, Alexa488-fibronectin deposition fluorescence, overnight;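 active = mean inhibition across replicates of 30% or more, regardless of how many single replicates reach that level; inconclusive = mean under 30% yet at least half of replicates reach 30%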;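 note: positive control wells lacked labelled fibronectin entirely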
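Schedule: 1 h cell adhesion before compound, then overnight fibronectin incubation; test system: AH1F fibroblast monolayer depositing Alexa488-labelled fibronectin into matrix; quantity: 10000 AH1F cells per well; probe or stimulus: fluorescent fibronectin at 24 nM final; signal: fluorescence, ex 485 nm, em 525 nm; evaluation: percent inhibition as loss of matrix-bound fibronectin fluorescence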
miR-122 sensor – blocks miR-122 activity in Huh7 sensor cells | 340,000 compounds, 0.3% hits | Huh7 miR-122 Renilla luciferase sensor, 48 h; neutral wells = 0, positive control = 100 | AID 602342 | activation (reporter increase), % at 12.5 µM;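 active = mean replicate activation score at least 90 and every replicate individually at or above 90; inconclusive = only one of the two criteria met; inactive = neither criterion met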;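 note: higher luciferase means less miR-122 activity so hits act as miR-122 inhibitors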
* hit, by the source's call; ? = inconclusive; · = no result given; & = joins results of further samples; ! = not active in a repeat; [ ] = another dose, or the depositor's remark.

SMILES	CFTR F508del cor	EWS-Fli inh	DENV2 CPE	PAX8 reporter	INS-1E GSIS act	FN deposit inh	miR-122 sensor
Oc1ccc(C=Nc2cccc3ncccc23)c(O)c1	·	·	·	25	·	0	-5
C[C@@H]1CN([C@H](C)CO)C(=O)c2cc(Br)cnc2O[C@H]1CN(C)CC1CCOCC1	-0.3	-5	9	1	7	3	-1[16.7 µM]
Cc1ccc2c(=O)oc(N(C)C)nc2c1	-0.8	-2	0	-6	-5	4	-3
CN(c1ccccc1C(=O)Nc1cccc([N+](=O)[O-])c1)S(=O)(=O)c1ccccc1	0.5	8	-1	16	·	4	11
O=C(Nc1ccc2c(c1)OCCO2)c1ccncc1	·	·	·	-49	·	0	-2
C[C@H]1CN([C@@H](C)CO)C(=O)CCCn2cc(nn2)CO[C@H]1CN(C)S(=O)(=O)c1ccc(Cl)cc1	-1.1	-1	·	·	-1	-5	4[16.7 µM]
Cc1noc(C)c1NC(=O)N(C)C[C@@H]1Oc2ccc(NC(=O)Nc3ccc4c(c3)OCO4)cc2CC(=O)N([C@H](C)CO)C[C@H]1C	-2.0	1	9	0	12	-6	-5[16.7 µM]
CO[C@@H]1CN(C)C(=O)c2cc(NC(=O)NC3CCCC3)ccc2OC[C@@H](C)N(CC2CC2)C[C@@H]1C	3.4	·	7	-30	-3	5	·
CCCOc1ccc(N2C(=O)CC(SC(=NCC)Nc3cccc(F)c3)C2=O)cc1 (stereo not given)	·	·	·	11	·	0	-2
CCOc1ccc(NC(=O)CNc2cccc(S(=O)(=O)N3CCCCCC3)c2)cc1OCC	-2.0	15	-2	14	-13	-1	·
C[C@@H]1CN([C@H](C)CO)C(=O)c2cc(NC(=O)C3CCCCC3)ccc2O[C@@H](C)CCCCO[C@H]1CN(C)Cc1ccc(Cl)c(Cl)c1	1.2	4	-7	·	-11	·	-7[16.7 µM]
C[C@H](CO)N1C[C@H](C)[C@@H](CN(C)CC2CCOCC2)Oc2ncc(C#C[C@@H](C)O)cc2C1=O	0.4	-7	-4	-12	27	0	5[16.7 µM]
Oc1ccc(N2CCN(Cc3ccc(OCCCN4CCCCC4)cc3)CC2)cc1	-3.0	22	?	-9	-20	-10	-6
O=C(COC(=O)CCC(=O)c1ccc(F)cc1)Nc1ccccc1	-0.4	0	-2	11	17	-7	·
Cn1cc(C=C2C(=O)CC(C)(C)CC2=O)c2ccccc21	·	12	-5	24	3	-2	·
CC(C)n1ncc2c(C(=O)Nc3cccc(S(=O)(=O)N(C)C)c3)cc(C3CC3)nc21	0.3	3	1	2	·	4	0
COc1ccc(-c2cc(C(=O)Nc3ccccc3)on2)cc1	0.6	-13	1	-144	-1	-9	·
CC1CCCCC1NS(=O)(=O)CCNC(=O)c1ccc2c(c1)OCO2 (stereo not given)	-2.8	-50	·	-20	-6	-5	-2
CS(=O)(=O)N(CC(=O)NCCSCc1ccccc1)c1ccccc1Cl	0.7	7	?	8	-2	-12	-2
Cn1c(SCc2cccnc2)nc2cccnc21	·	·	·	-41	·	3	-5
C[C@@H]1CN([C@H](C)CO)C(=O)c2cc(NC(=O)C3CC3)ccc2O[C@@H]1CN(C)C(=O)Nc1cccc2ccccc12	-3.0	9	-1	·	1	1	-2[16.7 µM]
O=C(O)C(c1ccccc1)N1C(=O)/C(=C\c2ccc(-c3ccccc3Cl)o2)SC1=S (stereo not given)	1.9	6	5	2	-31	3	·
C[C@@H]1CN([C@@H](C)CO)C(=O)c2cccc(NC(=O)Nc3ccc4c(c3)OCO4)c2O[C@@H]1CN(C)Cc1ccc(-c2ccccc2)cc1	5.2	10	12	·	-9	15	6[16.7 µM]
COc1cccc(C#Cc2ccc([C@H]3[C@H](CO)N4C(=O)CN(C(=O)c5ccncc5)C[C@@H]34)cc2)c1	-0.1	-8	-1	-10	-18	·	·
CC1(C(=O)Nc2cccc3ccccc23)CCN1C(=O)Cc1ccccc1Cl (stereo not given)	-0.9	10	-7	5	·	5	0
Oc1cccc(/C=N/N=C/c2cccc(O)c2O)c1O	0.1	20	8	-18	-5	13	·
O=C(O)C1C2CCC(C2)C1C(=O)Nc1ccccc1 (stereo not given)	2.7	0	3	4	9	-20	·
Cc1ccccc1CN1C(=O)CSCC1(C)C(=O)NC(C)C (stereo not given)	2.4	9	9	14	14	2	·
CN(C)C(=O)c1cccc(-c2ccc(C3[C@H]4CNC[C@@H]3N4Cc3cc(F)ccc3F)cc2)c1 (stereo not given in full)	-3.0&0.8	·	82*!	·	-5&10	-9&-2	·
CN1CCN(S(=O)(=O)c2ccc(Oc3ccc(F)cc3Br)nc2)CC1	2.1	-17	1	-10	-30	9	·
CNC(=O)Nc1cc(C(F)(F)F)cc(C(F)(F)F)c1	-0.1	-3	-2	9	-8	-2	5
COc1ccc(C(=O)N2CCc3ccccc32)cc1S(=O)(=O)N1CCOCC1	-2.9	15	-2	6	10	-5	0
CC(=O)NCCCC(=O)NC(CCC(=O)OCc1ccccc1)C(=O)OCc1ccccc1 (stereo not given)	-1.4	6	2	3	-9	6	1
CCOc1ccc(-n2c(O)c(/C=N/Nc3nnc(C)c(=O)[nH]3)c3ccccc3c2=O)cc1	2.1	0	-4	1	-13	1	·
CCCS(=O)(=O)NC(=O)C1(C)CCCN(C(=O)c2ccc(F)c(Cl)c2)C1 (stereo not given)	-1.4	0	-4	-6	-7	-4	·
O=C(OCC(=O)N1CCCC1=O)c1cc(S(=O)(=O)N2CCOCC2)ccc1Cl	-3.1	4	5	-2	0	4	-7
Cc1ccc(N(CN2C(=O)C3C4CCC(C4)C3C2=O)C(=O)c2ccco2)cc1 (stereo not given)	0.4	-5	-3	22	-18	-2	·
COc1cccc(CN2CCN(Cc3[nH]c4ccccc4c3C)CC2CCO)c1 (stereo not given)	5.5	7	4	12	-13	7	·
CCC(C)(C)NC(=O)C(c1cccc(OC)c1OC)N(CC(C)C)C(=O)CCC(=O)Nc1cc(C)on1 (stereo not given)	-4.4	2	4	4	-8	-16	·
Cc1ccccc1C(=O)Nc1ccccc1C(=O)N1CCC(C)CC1	1.5	0	7	2	-13	5	1

Exported with two lines to a compound: entries from further up
Below each SMILES – CFTR F508del cor, EWS-Fli inh, DENV2 CPE, PAX8 reporter, INS-1E GSIS act, FN deposit inh, miR-122 sensor
COc1ccc(C(=O)N2CCc3ccccc32)cc1S(=O)(=O)N1CCOCC1
  -2.9, 15, -2, 6, 10, -5, 0
CC(=O)NCCCC(=O)NC(CCC(=O)OCc1ccccc1)C(=O)OCc1ccccc1 (stereo not given)
  -1.4, 6, 2, 3, -9, 6, 1
CCOc1ccc(-n2c(O)c(/C=N/Nc3nnc(C)c(=O)[nH]3)c3ccccc3c2=O)cc1
  2.1, 0, -4, 1, -13, 1, ·
CCCS(=O)(=O)NC(=O)C1(C)CCCN(C(=O)c2ccc(F)c(Cl)c2)C1 (stereo not given)
  -1.4, 0, -4, -6, -7, -4, ·
O=C(OCC(=O)N1CCCC1=O)c1cc(S(=O)(=O)N2CCOCC2)ccc1Cl
  -3.1, 4, 5, -2, 0, 4, -7
Cc1ccc(N(CN2C(=O)C3C4CCC(C4)C3C2=O)C(=O)c2ccco2)cc1 (stereo not given)
  0.4, -5, -3, 22, -18, -2, ·
COc1cccc(CN2CCN(Cc3[nH]c4ccccc4c3C)CC2CCO)c1 (stereo not given)
  5.5, 7, 4, 12, -13, 7, ·
CCC(C)(C)NC(=O)C(c1cccc(OC)c1OC)N(CC(C)C)C(=O)CCC(=O)Nc1cc(C)on1 (stereo not given)
  -4.4, 2, 4, 4, -8, -16, ·
Cc1ccccc1C(=O)Nc1ccccc1C(=O)N1CCC(C)CC1
  1.5, 0, 7, 2, -13, 5, 1

Carrying on.
SMILES	CFTR F508del cor	EWS-Fli inh	DENV2 CPE	PAX8 reporter	INS-1E GSIS act	FN deposit inh	miR-122 sensor
O=C([C@H]1[C@H](CO)[C@H]2Cn3c(ccc(C4=CCCC4)c3=O)[C@@H]1N2C(=O)c1ccncc1)N1CCCCC1	-0.2	5	-11	0	3	·	4[16.7 µM]
O=C(NC1CC2CCCC(C1)N2C(=O)Nc1ccccc1)C1CC1 (stereo not given)	-1.9	-8	1	0	15	-1	2
Cc1cc(C)n(C(=O)c2ccccc2[N+](=O)[O-])n1	·	-13	0	-8	·	-2	·
CCC(C)c1nc2c(c(N3CCC3=O)c1-c1ccccc1)CCCC2 (stereo not given)	0.6	6	-14	0	-20	19	2
COC(=O)c1ccc2c(=O)n(CCN3CCOCC3)c(SCC(=O)c3ccccc3)nc2c1	-0.3	5	-14	-14	-9	-15	·
Cc1nn(C)c(C(=O)NNC(=S)NC2CCCCC2)c1Br	2.2	-4	-2	-10	11	1	·
CCCNC(=O)C[C@@H]1C[C@@H]2c3cc(N(C)C)ccc3O[C@@H]2[C@H](CO)O1	-1.3	-19	5	·	3	-9	-2[16.7 µM]
COc1ccc(CCN2CC(C(=O)N3CCN(C(C)=O)CC3)CCC2=O)cc1 (stereo not given)	-1.7	·	?	-11	16	-6	-6
C[C@@H]1CN([C@H](C)CO)S(=O)(=O)c2ccc(Br)cc2O[C@H]1CN(C)C(=O)CN(C)C	-0.5	-5	-6	·	-6	-23	-4[16.7 µM]
O=C(CN1CCN(c2nc(-c3ccc(F)cc3)cs2)CC1)Nc1ccc2c(c1)OCO2	1.3	-15	10	·	0	·	9
C[C@@H]1CCCCO[C@@H](CN(C)C(=O)c2ccncc2)[C@@H](C)CN([C@H](C)CO)C(=O)c2cc(NS(C)(=O)=O)ccc2O1	-1.0	-2	-8	·	15	·	-4[16.7 µM]
Cc1[nH]c2ccccc2c1C(=O)C(C)OC(=O)c1ccc(Cl)nc1 (stereo not given)	5.2	10	1	28	-47	13	·
C[C@@H]1CN([C@H](C)CO)C(=O)Cc2cc(NS(=O)(=O)c3ccc(Cl)cc3)ccc2O[C@@H]1CN(C)CC1CC1	-2.0	2	13	·	5	·	-4[16.7 µM]
c1ccc(-c2nc(N3CCOCC3)cc(N3CCOCC3)n2)cc1	-0.4	8	-2	6	·	8	-4
CCOCC(O)CNC(=O)c1ccc2nc(Cc3ccc(OC)c(OC)c3)oc2c1 (stereo not given)	0.4	4	1	2	11	9	2
COCCNC(=O)c1cc2cc(Br)cc(OC)c2oc1=O	·	·	·	·	-13	-2	-1
O=C(COC(=O)/C=C/c1ccccc1)Nc1cccnc1Cl	0.2	4	-5	-23	16	-8	·
COc1ccc(C(C)=O)cc1CN1C(=O)C(C)ON=C1c1ccccn1 (stereo not given)	3.2	-1	6	6	18	-6	·
Cc1ccc(-c2ccc(/C=C(\C#N)C(N)=S)n2C)cc1	-3.1	-81	-4	-28	·	-9	·
Nc1nncn1C(=O)c1ccc(Cl)cc1Cl	2.4	-12	-1	8	12	7	·

Marked active in DENV2 CPE, among the entries above:
Compound | CFTR F508del cor | DENV2 CPE | INS-1E GSIS act | miR-122 sensor
CN(C)C(=O)c1cccc(-c2ccc(C3[C@H]4CNC[C@@H]3N4Cc3cc(F)ccc3F)cc2)c1 (stereo not given in full) | -3.0&0.8 | 82*! | -5&10 | ·

Next records.
SMILES	CFTR F508del cor	EWS-Fli inh	DENV2 CPE	PAX8 reporter	INS-1E GSIS act	FN deposit inh	miR-122 sensor
CC(C)(C)NC(=O)NCc1ccco1	0.2	1	0	4	2	-20	·
CN(C)c1ccc(-n2cccc2)cc1	2.1	-3	1	-9	·	-5	·
Cc1[nH]c2ccccc2c1C(=O)CN1C(=O)NC2(CCCCCC2)C1=O	-2.5	5	-2	12	-27	-4	13
COc1ccc(C(=O)NC(=S)Nc2cc(C)ccn2)cc1[N+](=O)[O-]	1.5	-13	6	-34	·	-2	·
